CF NFkB block: cystic fibrosis NF-kB activation inhibition; KKLEB NF-kB-GFP reporter, PAF-induced, GFP fluorescence overnight; inhibition, % at 5 µM; actives 0.86% (n = 360,000);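 active = at least 50% inhibition at 5 µM, scaled per plate between neutral and stimulator controls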;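 note: PAF is a Pseudomonas aeruginosa culture filtrate used as stimulus; plate controls were PAF-stimulated DMSO wells for no effect and unstimulated DMSO wells for full effect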
NCOA3 inh: inhibitors of human steroid receptor coactivator 3 (SRC3); actives 0.17% (n = 360,000); Q9Y6Q9; HEK293 GAL4-SRC3 luciferase reporter, luminescence; AID 588352; inhibition, % at 3.6 µM;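 active = inhibition above a per-campaign cutoff, the mean of all compounds plus 3 SD, cut at about 60% in these data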;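 note: 0% = DMSO-treated cells and 100% = gossypol-treated cells at 36 µM; higher means less SRC3-driven luciferase light from the GAL4 reporter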
EBV LMP1 NFkB: reduces LMP1-driven NF-kappaB luciferase signal; LMP1-induced NF-kappaB luciferase reporter cells, luminescence; inhibition, % at 12.5 µM; actives 0.69% (n = 350,000); AID 504558; in the data active = inhibition above about 41%;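 note: 0% = neutral control wells and 100% = reference inhibitor control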
KKLEB tox: CF airway cell cytotoxicity counter-screen. KKLEB CF airway cells viability, ATPlite luminescence, overnight; hits give low values; cells stimulated with P. aeruginosa culture filtrate. actives 0.36% (n = 360,000). activity change (cytotoxicity), % at 5 µM;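 active = corrected activity change at or below -50% at 5 µM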
COUP-TFII inh: NR2F2 (human) inhibition, primary screen. AID 686940. actives 0.7% (n = 370,000). inhibition, % at 8.6 µM. P24468. HEK293T NGFI-A luciferase reporter, luminescence;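 active = inhibition above a per-plate cutoff, mean inhibition of test wells between control levels plus 3 SD, cut at about 38% in these data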;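 note: cells cotransfected with COUP-TFII expression vector driving the NGFI-A reporter; 0% = median of COUP-TF2 test wells and 100% = reporter-only cells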
TWEAK Fn14 block: TWEAK-Fn14 signaling inhibition. actives 2% (n = 360,000). TWEAK-stimulated Fn14 reporter cells, luciferase luminescence, 8 h. inhibition, % at 10 µM; in the data active = inhibition above about 50%
TROY NFkB inh: blocks TROY-dependent signaling in reporter cells | Q293 LMP1-TROYcd NF-kB luciferase reporter, 4 h | inhibition, % at 10 µM | actives 0.98% (n = 360,000) | AID 1347056;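 active = compounds whose plate-normalised and pattern-corrected inhibition of the luciferase reporter signal at the single screening dose is 50% or more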
NCOA2 inhibitor: inhibits human steroid receptor coactivator 2. Q15596. AID 651957. inhibition, % at 9 µM. HEK293 GAL4-SRC2 luciferase reporter, luminescence. actives 0.17% (n = 370,000);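 active = inhibition above the mean inhibition of all tested compounds plus 3 SD, set per campaign, cut at about 52% in these data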;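 note: 0% = DMSO treated cells and 100% = cells given Gossypol at 36 µM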
SRC1 inh: inhibitors of human steroid receptor coactivator 1 (SRC1); Q15788; HEK293 GAL4-SRC1 luciferase reporter, luminescence; inhibition, % at 3.6 µM; actives 0.12% (n = 360,000);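 active = inhibition above the campaign mean plus 3 SD, with each screening campaign given its own cutoff, cut at about 60% in these data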;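 note: 0% = DMSO treated cells and 100% = gossypol at 36 µM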
Target sequence (Q15788 whole entry, looked up, the tested form may be a part): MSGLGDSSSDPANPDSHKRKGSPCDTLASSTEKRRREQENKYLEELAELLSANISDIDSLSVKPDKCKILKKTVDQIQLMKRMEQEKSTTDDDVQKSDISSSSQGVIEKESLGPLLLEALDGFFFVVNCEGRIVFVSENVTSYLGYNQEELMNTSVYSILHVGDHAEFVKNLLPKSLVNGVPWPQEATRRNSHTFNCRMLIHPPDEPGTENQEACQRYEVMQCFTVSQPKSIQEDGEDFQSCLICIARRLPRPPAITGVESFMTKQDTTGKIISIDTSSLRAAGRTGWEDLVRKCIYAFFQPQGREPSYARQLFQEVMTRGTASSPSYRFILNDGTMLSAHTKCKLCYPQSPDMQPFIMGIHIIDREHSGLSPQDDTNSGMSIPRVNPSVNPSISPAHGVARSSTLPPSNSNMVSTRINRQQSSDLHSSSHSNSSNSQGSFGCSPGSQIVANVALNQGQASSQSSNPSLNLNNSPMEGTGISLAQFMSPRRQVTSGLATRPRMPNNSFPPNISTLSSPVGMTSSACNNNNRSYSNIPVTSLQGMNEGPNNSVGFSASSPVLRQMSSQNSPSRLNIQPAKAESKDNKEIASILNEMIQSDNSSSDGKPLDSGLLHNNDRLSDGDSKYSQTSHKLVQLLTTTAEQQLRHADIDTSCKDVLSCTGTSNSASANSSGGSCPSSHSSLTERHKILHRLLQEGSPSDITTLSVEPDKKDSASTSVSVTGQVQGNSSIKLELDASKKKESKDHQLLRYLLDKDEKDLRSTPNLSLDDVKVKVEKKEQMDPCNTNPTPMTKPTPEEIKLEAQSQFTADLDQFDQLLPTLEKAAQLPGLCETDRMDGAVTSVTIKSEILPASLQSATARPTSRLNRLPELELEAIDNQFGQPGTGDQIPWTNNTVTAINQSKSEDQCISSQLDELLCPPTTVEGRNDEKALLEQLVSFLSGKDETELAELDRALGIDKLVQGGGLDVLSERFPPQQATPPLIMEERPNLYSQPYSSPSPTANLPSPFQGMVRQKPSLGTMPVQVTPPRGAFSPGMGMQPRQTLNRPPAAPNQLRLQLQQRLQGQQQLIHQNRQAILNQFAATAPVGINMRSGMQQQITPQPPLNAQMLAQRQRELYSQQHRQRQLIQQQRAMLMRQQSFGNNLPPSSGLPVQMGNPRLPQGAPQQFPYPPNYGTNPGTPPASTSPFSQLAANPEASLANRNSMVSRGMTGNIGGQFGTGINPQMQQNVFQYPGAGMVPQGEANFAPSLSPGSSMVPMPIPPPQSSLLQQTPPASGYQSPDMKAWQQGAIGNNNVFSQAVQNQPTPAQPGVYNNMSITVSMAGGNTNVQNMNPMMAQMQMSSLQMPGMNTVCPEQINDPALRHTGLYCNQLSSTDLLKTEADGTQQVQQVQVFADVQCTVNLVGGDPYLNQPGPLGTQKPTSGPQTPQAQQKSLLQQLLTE
NR5A2 inv ag: suppresses constitutive activity of human LRH-1; HEK293T StAR-luciferase reporter, LRH-1 transfected, 24 h; inhibition, % at 3.6 µM; actives 0.13% (n = 360,000);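 active = inhibition above the mean inhibition of all tested compounds plus 3 SD, cut at about 73% in these data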;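 note: 0% = DMSO wells and 100% = reporter-only cells lacking LRH-1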
TRAIL sens C8: caspase-8 TRAIL sensitization. NB7+C8 cells + TRAIL, ATPlite viability luminescence. inhibition (viability loss, TRAIL sensitization), % at 10 µM. actives 1% (n = 360,000);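 active = compounds causing at least 50% loss of cell viability in the single-dose screen, relative to plate controls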
Starred values were filed as active, the others as inactive; . = not tested or not shown.

cpd	SMILES	CF NFkB block	NCOA3 inh	EBV LMP1 NFkB	KKLEB tox	COUP-TFII inh	TWEAK Fn14 block	TROY NFkB inh	NCOA2 inhibitor	SRC1 inh	NR5A2 inv ag	TRAIL sens C8
1	COc1ccccc1CNC(=O)CCCc1nnc2n(C)c(=O)c3sccc3n12	-36	4	.	-6	-2	3	8	17	6	9	-7
2	CCc1nc2ccccc2c(=O)n1NCCc1ccccc1	4	40	-2	-10	3	-2	-10	6	11	-2	-5
3	CCOc1[nH]n(-c2ccccc2)c(=O)c1C=Nc1ccc(C(=O)OC)cc1	21	-4	-2	-2	10	2	-12	8	-1	-20	-7
4	CC1CC(C)(C)Nc2ccc(N=O)cc21 (stereo not drawn)	71*	-11	21	-20	3	80*	35	31	-27	-4	2
5	Cc1cccc(NC2=NC(C)(C)N=C(N)N2)c1	-1	13	0	-14	2	-7	2	3	18	16	71*
6	CN(C)C(=O)c1ccc(Cc2cn(C)c3ccccc23)nc1	5	-39	.	-10	-23	5	-3	2	16	7	-1
7	O=C(NCN1CCN(c2ccccc2F)CC1)c1ccccc1	8	0	-10	-1	0	2	-14	5	13	-19	-15
8	Cc1ccc(S(=O)(=O)N(Cc2ccc(Cl)cc2)c2ccccc2C(=O)NCc2cccnc2)cc1	-18	9	3	13	26	-4	8	8	-35	6	-8

(list continues)
cpd	SMILES	CF NFkB block	NCOA3 inh	EBV LMP1 NFkB	KKLEB tox	COUP-TFII inh	TWEAK Fn14 block	TROY NFkB inh	NCOA2 inhibitor	SRC1 inh	NR5A2 inv ag	TRAIL sens C8
9	Cc1cccc(NC(=O)CSc2nc3ccccc3nc2N2CCCCC2)c1	17	-61	4	6	-3	-63	-1	4	-3	-9	23
10	CC(NC(=O)CN(c1cccc(C(F)(F)F)c1)S(=O)(=O)c1ccc(Cl)c([N+](=O)[O-])c1)c1ccccc1 (stereo not drawn)	-10	8	8	13	9	21	19	12	12	4	-3
11	Cc1ccc(-n2c(=S)[nH]c3[nH]ncc3c2=O)cc1	-2	15	-12	7	8	-10	15	-39	-23	2	-8
12	O=C(CCC(=O)c1cccs1)NC(c1ccccc1)c1ccccc1	-9	-10	-7	5	10	3	-28	-12	20	-9	-7
13	COc1cc(C=O)ccc1OCCSc1ccc(Cl)cc1	-18	-9	-14	5	-14	-37	-25	-9	-6	25	-11
14	Cn1c(=O)n(Cc2ccccc2)c(=O)c2c1nc1n2CCCN1Cc1ccccc1	13	8	4	-2	9	39	12	-12	-3	2	-4
15	COc1cccc(CNc2ccc(S(N)(=O)=O)cc2)c1OCc1ccccc1F	-6	16	8	8	5	20	37	13	0	7	1
16	CCOC(=O)N1CCN(C(=O)CSc2ccc3nnc(-c4ccccn4)n3n2)CC1	-22	0	2	1	19	1	8	11	-12	-22	-11

A different layout for part of the listing above:
4: CC1CC(C)(C)Nc2ccc(N=O)cc21 (stereo not drawn)
5: Cc1cccc(NC2=NC(C)(C)N=C(N)N2)c1
6: CN(C)C(=O)c1ccc(Cc2cn(C)c3ccccc23)nc1
7: O=C(NCN1CCN(c2ccccc2F)CC1)c1ccccc1
8: Cc1ccc(S(=O)(=O)N(Cc2ccc(Cl)cc2)c2ccccc2C(=O)NCc2cccnc2)cc1
9: Cc1cccc(NC(=O)CSc2nc3ccccc3nc2N2CCCCC2)c1
10: CC(NC(=O)CN(c1cccc(C(F)(F)F)c1)S(=O)(=O)c1ccc(Cl)c([N+](=O)[O-])c1)c1ccccc1 (stereo not drawn)
11: Cc1ccc(-n2c(=S)[nH]c3[nH]ncc3c2=O)cc1
12: O=C(CCC(=O)c1cccs1)NC(c1ccccc1)c1ccccc1
13: COc1cc(C=O)ccc1OCCSc1ccc(Cl)cc1

entry no.	4	5	6	7	8	9	10	11	12	13
CF NFkB block	71*	-1	5	8	-18	17	-10	-2	-9	-18
NCOA3 inh	-11	13	-39	0	9	-61	8	15	-10	-9
EBV LMP1 NFkB	21	0	.	-10	3	4	8	-12	-7	-14
KKLEB tox	-20	-14	-10	-1	13	6	13	7	5	5
COUP-TFII inh	3	2	-23	0	26	-3	9	8	10	-14
TWEAK Fn14 block	80*	-7	5	2	-4	-63	21	-10	3	-37
TROY NFkB inh	35	2	-3	-14	8	-1	19	15	-28	-25
NCOA2 inhibitor	31	3	2	5	8	4	12	-39	-12	-9
SRC1 inh	-27	18	16	13	-35	-3	12	-23	20	-6
NR5A2 inv ag	-4	16	7	-19	6	-9	4	2	-9	25
TRAIL sens C8	2	71*	-1	-15	-8	23	-3	-8	-7	-11

Next structures follow:
cpd	SMILES	CF NFkB block	NCOA3 inh	EBV LMP1 NFkB	KKLEB tox	COUP-TFII inh	TWEAK Fn14 block	TROY NFkB inh	NCOA2 inhibitor	SRC1 inh	NR5A2 inv ag	TRAIL sens C8
17	COc1ccc(-c2nc3cc(C)c(Br)c(C)n3c2Cc2ccsc2)cc1OC	.	.	.	.	-14	-6	-20	-16	.	0	-5
18	O=C(CSc1ncccn1)Nc1ccccc1	-9	-50	-4	7	-5	-7	-16	-8	-33	-9	-4
19	O=C1C2C3CCC(C3NCc3ccccc3)C2C(=O)N1Cc1ccccc1 (stereo not drawn)	-2	-5	-3	4	-1	4	3	-18	3	-2	5
20	O=C(CCSc1nc(-c2ccccc2)c(-c2ccccc2)o1)N1CCCCC1	7	2	2	-6	-2	21	-5	2	-3	-12	11
21	NCc1csc(NC(=O)Nc2cccc(Cl)c2)n1	13	-5	.	11	-21	8	2	-1	1	-10	-16
22	CCCCn1ccnc1C(=O)c1ccc(S(=O)(=O)N(CCOC)CCOC)cc1	3	24	-4	-21	1	3	-3	7	-6	4	1
23	CC(=O)Nc1ccc(S(=O)(=O)N=S(C)C)cc1	5	8	-5	1	5	8	12	14	-6	3	5
24	CCCC(=O)NC(c1ccc(OC)c(OC)c1)c1c(O)ccc2ccccc12 (stereo not drawn)	6	20	-2	0	0	5	-13	-12	3	-1	3

Following part:
cpd	SMILES	CF NFkB block	NCOA3 inh	EBV LMP1 NFkB	KKLEB tox	COUP-TFII inh	TWEAK Fn14 block	TROY NFkB inh	NCOA2 inhibitor	SRC1 inh	NR5A2 inv ag	TRAIL sens C8
25	N#CC1=C(SCC(=O)Nc2cccc3cccnc23)NC(=O)C(C#N)C12CCCCC2 (stereo not drawn)	10	20	-8	1	-1	6	35	0	-10	-1	11
26	COc1ccccc1NC(=O)Nc1sccc1-c1nc2ccccc2s1	10	0	.	-4	5	-7	-16	-14	6	-3	7
27	Cn1cc(-c2ccccc2)cc(C#N)c1=O	-24	-6	-1	10	-2	-2	-20	-5	-15	-32	-6
28	CCN(CC)CCCNC(=O)CSc1nc(-c2cccs2)cc(C(F)(F)F)n1	1	12	3	1	15	-27	-12	7	1	16	1
29	Cc1ccccc1OCC(=O)N/N=C/c1cn(C)c2ccccc12	-2	16	7	-7	4	3	-10	-4	11	-9	-9
30	CC(=O)Nc1ccc(SC(C)C(=O)NC2CCCC2)cc1 (stereo not drawn)	-3	-36	0	4	2	0	22	-4	-17	-4	16
31	CS(=O)(=O)N1CC2CCCN2c2ccc(C(F)(F)F)cc21 (stereo not drawn)	-14	-4	-2	7	-4	8	-7	28	-28	8	-2
32	Cc1occc1C(=O)N(C)CC1CCCN(CCc2ccc(Cl)cc2)C1 (stereo not drawn)	-20	1	12	10	-3	-27	-6	11	10	26	-2

Carrying on:
cpd	SMILES	CF NFkB block	NCOA3 inh	EBV LMP1 NFkB	KKLEB tox	COUP-TFII inh	TWEAK Fn14 block	TROY NFkB inh	NCOA2 inhibitor	SRC1 inh	NR5A2 inv ag	TRAIL sens C8
33	O=C(CN1C(=O)S/C(=C/c2ccncc2)C1=O)Nc1ccccc1	39	-4	7	-16	6	3	-7	-18	1	-6	-2
34	CNC(=O)Cn1ncc2c(C)n(Cc3ccc(C)cc3)c(C)c2c1=O	14	10	2	2	-5	3	2	9	-16	-9	-5
35	O=C(CSCc1ccccc1)N1CCN(c2ccccc2)CC1	1	-8	-16	-2	-7	-19	-59	-64	-40	-29	-7
36	C[C@@H]1CN([C@@H](C)CO)C(=O)CCCn2nncc2CO[C@H]1CN(C)C(=O)Cc1ccccc1	-15	-9	-7	1	-16	0	-4	-18	4	16	-14
37	CC(C)c1ccc(OCC(=O)NC(Cc2c[nH]c3ccccc23)C(=O)O)cc1 (stereo not drawn)	-23	6	4	2	-7	-1	3	1	10	-7	-1
38	CCC(CC)c1nnc(NC(=O)CN2C(=O)C3C4C=CC(C4)C3C2=O)s1 (stereo not drawn)	-1	6	-1	7	8	22	-10	-2	-2	6	-2
39	COc1ccc(CNC(=O)[C@@H]2CC=C[C@@H]3CCN(Cc4ccccc4)C(=O)[C@@H]32)cc1	-6	-18	0	4	0	16	2	8	-3	-19	0
40	COc1cc(OC)c(NC(=S)NCc2ccc(F)cc2)cc1Cl	5	-1	-28	-3	-10	9	7	5	1	8	19

(cont.)
cpd	SMILES	CF NFkB block	NCOA3 inh	EBV LMP1 NFkB	KKLEB tox	COUP-TFII inh	TWEAK Fn14 block	TROY NFkB inh	NCOA2 inhibitor	SRC1 inh	NR5A2 inv ag	TRAIL sens C8
41	CCOc1ccc(CC(=O)NNC(=S)NC)cc1Br	3	6	.	14	-4	-6	2	3	0	-4	13
42	Cc1cc(Cl)ccc1NC(=O)COC(=O)c1c(C)noc1C	-5	8	-3	6	2	-3	-7	4	9	-3	-6
43	Nc1ncc([N+](=O)[O-])c(Oc2ccccc2F)n1	6	19	12	6	4	26	16	40	-21	-7	-5
44	Brc1cccc(-c2nnc3sc(CNC4CCCC4)cn23)c1	-71	-8	-4	0	-1	-19	-9	-1	-6	15	8
45	CS(=O)(=O)N1CCC(C(=O)N2CCN(c3ccccc3F)CC2)CC1	-6	8	2	14	0	3	-11	13	-10	12	-6
46	CNc1nnc(SCC(=O)c2c(N)n(C3CC3)c(=O)[nH]c2=O)s1	-6	-14	-11	5	16	11	-12	-10	-4	10	-13
47	CN(C(=O)C1CCN(S(=O)(=O)c2ccccc2)CC1)c1c(N)n(Cc2ccccc2)c(=O)[nH]c1=O	4	-1	-5	5	19	-5	-3	-28	-11	3	-3
48	COCCN1CCn2c(nc3cc([N+](=O)[O-])ccc32)C1	-13	0	-1	-2	-54	94*	89*	8	1	3	-1

Remaining list, next part
cpd	SMILES	CF NFkB block	NCOA3 inh	EBV LMP1 NFkB	KKLEB tox	COUP-TFII inh	TWEAK Fn14 block	TROY NFkB inh	NCOA2 inhibitor	SRC1 inh	NR5A2 inv ag	TRAIL sens C8
49	COCCN(C(=O)Cc1cccs1)C(C(=O)NCc1ccc(OC)cc1)c1ccc(C)cc1 (stereo not drawn)	1	7	-2	19	-13	28	-21	14	10	-4	9
50	COc1ccc(-n2nc3ccc(NS(C)(=O)=O)cc3n2)cc1Cl	2	-35	-27	8	-23	-42	-49	-77	-38	-71	3
51	CCOC(=O)C1CCN(CC(=O)Nc2c(C(=O)OC)n(C)c3cccc(C)c23)CC1	-10	15	2	7	0	-9	-10	-2	-12	18	-3
52	CN(C(=O)COC(=O)c1ccccc1Cc1ccccc1)c1c(N)n(Cc2ccccc2)c(=O)[nH]c1=O	11	0	4	13	-14	0	3	-31	0	3	0
53	CN(c1ccccc1)S(=O)(=O)c1cc(C(=O)NCCCn2ccnc2)ccc1Cl	-10	5	6	-3	6	-3	-4	16	2	10	5

Screening results as filed in PubChem BioAssay.
